NPYLR7 ag – mosquito NPYLR7 agonism. 0.15% of 270,000 active. activation, % at 10 µM. HEK293T NPYLR7/Galpha15, GCaMP6s calcium fluorescence. AID 1259423; in the data active means activation above about 40%;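 further: 0% = vehicle and 100% = reference agonist at the receptor; some compounds past the cut are filed as inactive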
hcGAS inh – human cGAS inhibition | recombinant h-cGAS, ATP depletion, Kinase-Glo luminescence | inhibition, % at 12.5 µM | 0.081% of 290,000 active | AID 1259398;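 further: 0% = vehicle reaction and 100% = reaction without DNA for no activity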
Target sequence (Q8N884 whole entry, looked up): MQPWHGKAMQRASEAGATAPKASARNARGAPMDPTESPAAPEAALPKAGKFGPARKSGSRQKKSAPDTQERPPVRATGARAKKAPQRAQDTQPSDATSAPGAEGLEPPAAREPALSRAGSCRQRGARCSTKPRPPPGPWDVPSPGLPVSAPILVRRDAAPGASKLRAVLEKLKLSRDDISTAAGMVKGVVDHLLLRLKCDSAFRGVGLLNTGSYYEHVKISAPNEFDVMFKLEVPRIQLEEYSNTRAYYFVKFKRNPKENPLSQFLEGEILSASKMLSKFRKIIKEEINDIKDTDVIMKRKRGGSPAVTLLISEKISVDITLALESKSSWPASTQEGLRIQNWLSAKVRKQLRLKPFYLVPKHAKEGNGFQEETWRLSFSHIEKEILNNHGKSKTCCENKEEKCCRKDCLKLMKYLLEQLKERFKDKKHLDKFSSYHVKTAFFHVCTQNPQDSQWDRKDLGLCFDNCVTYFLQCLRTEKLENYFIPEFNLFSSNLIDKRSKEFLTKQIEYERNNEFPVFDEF
mcGAS inh – blocks mouse cGAS activity; recombinant cGAS, Kinase-Glo ATP depletion luminescence; inhibition, % at 12.5 µM; 0.15% of 160,000 active; AID 1259399;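 further: 0% = negative control wells and 100% = reference inhibitor with no enzyme activity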
Numbers without * were called inactive; / = no result given. Unless noted, no stated cut-off is given here; in the data, active means inhibition above about 40%; inactive means the rest. Not a hit list, and some 0.29% of all compounds hit somewhere here.

#1 CC(=O)Oc1cccc(N2C(=O)C3C4C=CC(C4)C3C2=O)c1 (stereo not drawn)
#2 Cc1nonc1C1CCCN1Cc1nc(-c2cccs2)oc1C (stereo not drawn)
#3 O=C(C1CCCC1)N(Cc1cccc(Cl)c1)CC1CC(c2ccccc2)=NO1 (stereo not drawn)
#4 CCOC(=O)C(c1cccc(OC)c1)C1C=CC(NC(=O)c2cccc(C#N)c2)C1 (stereo not drawn)
#5 CCOC(=O)C1CCCN1S(=O)(=O)NC(C)c1ccc(F)c(F)c1 (stereo not drawn)
#6 Clc1ccc2c(NCc3ccco3)nc(-c3cccs3)nc2c1
screen / no.	1	2	3	4	5	6
NPYLR7 ag	-2.0	1.3	19.9	-2.6	0.7	0.7
hcGAS inh	-6.6	-2.7	-6.4	-2.8	-6.8	9.8
mcGAS inh	-4.8	/	-6.0	-3.8	/	-0.4

#7 Cc1nc(CC(=O)N(C)Cc2nnc(-c3ccccc3)o2)cs1
#8 COc1cccc(C(=O)NCCNc2cc(N(C)C)nc(C)n2)c1
#9 O=C(Cn1cnc2c(nnn2Cc2ccccc2)c1=O)N1CCCc2ccccc21
#10 O=C(O)C=Cc1cccs1
#11 Cc1ccc(C(NC(=O)CCc2c(C)nn(C)c2C)c2ccncc2)cc1 (stereo not drawn)
#12 O=C(Cn1cnc(-c2ccccc2)cc1=O)NCCc1ccccc1
screen / no.	7	8	9	10	11	12
NPYLR7 ag	-2.8	0.5	7.6	6.7	10.7	9.5
hcGAS inh	4.1	-3.8	-7.0	-2.3	-4.9	-9.7
mcGAS inh	/	/	/	-5.9	/	/

Part of the list above, as labelled records:
#3 O=C(C1CCCC1)N(Cc1cccc(Cl)c1)CC1CC(c2ccccc2)=NO1 (stereo not drawn)
  NPYLR7 ag: 19.9
  hcGAS inh: -6.4
  mcGAS inh: -6.0

#2 Cc1nonc1C1CCCN1Cc1nc(-c2cccs2)oc1C (stereo not drawn)
  NPYLR7 ag: 1.3
  hcGAS inh: -2.7
  mcGAS inh: /

#12 O=C(Cn1cnc(-c2ccccc2)cc1=O)NCCc1ccccc1
  NPYLR7 ag: 9.5
  hcGAS inh: -9.7
  mcGAS inh: /

#7 Cc1nc(CC(=O)N(C)Cc2nnc(-c3ccccc3)o2)cs1
  NPYLR7 ag: -2.8
  hcGAS inh: 4.1
  mcGAS inh: /

Additional results.
#13 Fc1ccc(F)c(CN2CCCn3cccc3C2c2cccc(Oc3ccccc3)c2)c1 (stereo not drawn)
#14 Cc1ccc(CN(Cc2nc3cc(C)ccc3o2)C(=O)c2cccc3ccccc23)cc1
#15 COc1ccc(C2=NC(=Cc3ccc(C)s3)C(=O)O2)cc1OC
#16 CN(Cc1nncn1C)c1ccc(C(=O)N2CCC(Cn3cccn3)CC2)cn1
#17 O=C(CSc1ccc(F)cc1F)Nc1ccc2c(c1)OCO2
#18 O=C(CN(CCN1CCOCC1)C(=O)Nc1ccc(Br)cc1)N(Cc1ccc2c(c1)OCO2)Cc1ccco1
screen / no.	13	14	15	16	17	18
NPYLR7 ag	2.2	5.6	6.4	-5.8	1.9	-8.5
hcGAS inh	-2.2	0.9	-6.2	-6.1	-4.4	-16.9
mcGAS inh	-3.6	1.1	/	-9.5	-7.4	-6.4

#19 O=C1CCC(C(=O)N2CCCO2)CN1Cc1cccc(C(F)(F)F)c1 (stereo not drawn)
#20 CCc1ccc(Cl)c(CC)c1NC(=O)CCc1ccc(OC)cc1
#21 CNC(=O)CN(C(=O)C1CCC1)[C@@H]1C[C@@H]2CO[C@H](C(C)C)C[C@@H]2C1
#22 COc1ccc(-c2ccc(=O)n(Cc3ccc(C(F)(F)F)cc3)n2)cc1OC
#23 O=C(O)C1CCCN1S(=O)(=O)c1cccc2nsnc12 (stereo not drawn)
#24 Cc1cccc(-n2nc3c(c2NC(=O)C24CC5CC(CC(C5)C2)C4)CS(=O)C3)c1C (stereo not drawn)
screen / no.	19	20	21	22	23	24
NPYLR7 ag	8.7	2.9	15.1	12.1	21.0	-2.6
hcGAS inh	-6.4	4.1	0.3	-7.9	-4.2	-8.9
mcGAS inh	/	-3.0	-4.8	/	-5.2	/

#25 CC(=O)N1C2CCCCC2S[C@H]2CCCCC21 (stereo partly drawn)
#26 Cc1cnc(NC(=O)c2cc(S(=O)(=O)N3CCCCC3)ccc2N2CCOCC2)s1
#27 CCc1nc2ccc(C(=O)NC3CCN(C)CC3)cn2c1N(C)Cc1ccc(Cl)cc1
#28 Cc1cc(C)nc(CCNC(=O)c2cccc(CC3CCNCC3)c2)n1
#29 C#CCn1c(=NC(=O)c2ccccc2S(C)(=O)=O)sc2cccc(F)c21
#30 CC1CCc2sc(-c3nnc(SCC(=O)Nc4ccnn4C4CCCC4)o3)cc2C1 (stereo not drawn)
screen / no.	25	26	27	28	29	30
NPYLR7 ag	-2.4	-0.1	-5.9	6.9	2.6	0.8
hcGAS inh	0.1	-9.2	-3.8	-2.8	-15.4	-5.8
mcGAS inh	/	-5.2	-4.1	-11.5	/	/

#31 O=C(c1ccc(-c2cccnc2)nc1)N1CCCN(c2ncccn2)CC1
#32 COc1ccc(CCc2nnc(CCC(=O)NCc3cnc4ccccn34)o2)cc1
#33 CCOC(=O)c1c(NC(=O)c2cccs2)sc(C(=O)Nc2ccc(OC)cc2OC)c1C
#34 O=C(NCc1ccco1)C(C1CCCC1)N1CCN(C(=O)C2CC2)CC1 (stereo not drawn)
#35 O=C(NCc1cnn2ccccc12)c1ccnc(-n2cnnc2)c1
#36 CC(CNC(=O)c1cn(C2CCCCCC2)nn1)Oc1cccnc1 (stereo not drawn)
screen / no.	31	32	33	34	35	36
NPYLR7 ag	5.8	2.8	-6.8	-3.6	1.8	3.8
hcGAS inh	-6.0	-2.8	-6.8	-3.5	0.0	-11.2
mcGAS inh	-9.6	/	-4.3	/	/	/

#37 Cc1ccnc(SCc2cc(=O)c(OC(=O)c3cccs3)co2)n1
#38 COc1cccc(COC2CN(CC(C)C)C(=O)CN(C(=O)c3cnsn3)C2)c1 (stereo not drawn)
#39 CC(C)=CCC/C(C)=C/CNC(=O)NC1CCCCC1
#40 CCc1nc2n(n1)C(=O)C(C(c1ccc(C(C)C)cc1)N1CCC(C(=O)OC)CC1)S2 (stereo not drawn)
#41 Clc1cccc2c1CN(C1=NCCN1)C2
#42 O=c1c2nnn(Cc3ccc(F)cc3)c2ncn1Cc1ccc(Br)cc1
screen / no.	37	38	39	40	41	42
NPYLR7 ag	-4.7	11.4	3.0	-0.5	-7.3	8.8
hcGAS inh	-3.9	-11.4	2.6	-6.2	-4.1	3.2
mcGAS inh	-6.9	-6.8	-0.9	-8.3	/	/

#43 CC1(C(=O)NS(=O)(=O)Cc2cccc(Cl)c2)CCN1C(=O)c1cccc(F)c1 (stereo not drawn)
#44 COc1cc(C=C2SC(=S)NC2=O)cc(OC)c1OC
#45 O=C(O)COc1c(F)c(F)c(Cl)c(F)c1F
#46 COc1ccc(C(=O)Nc2c(N)nc(SCc3ccccc3)[nH]c2=O)cc1OC
#47 COCCNC(C)=CC(=O)C(F)(F)F
#48 CC(=O)Nc1ccc(-c2cn(Cc3ccc(Cl)cc3)nn2)cc1
screen / no.	43	44	45	46	47	48
NPYLR7 ag	-2.3	-5.6	0.6	7.1	-5.2	31.6
hcGAS inh	-11.9	7.6	-12.9	-2.5	-3.9	-5.5
mcGAS inh	/	/	/	-5.4	/	/

#49 NCC1CCN(Cc2cnc(N3CCOCC3)nc2)C1 (stereo not drawn)
#50 CC(C)C1CCCCC1NC(=O)CS(=O)(=O)NCC1CCCO1 (stereo not drawn)
#51 COCCN(Cc1nccn1Cc1ccc(C(F)(F)F)cc1)C(=O)c1ccc(Cl)cc1
#52 CC(=O)N(CCN(C)C)Cc1cc(NC(=O)C2CCC2)ccc1N(C)C
#53 O=C(O)Cn1c(SCCOc2cccc3ccccc23)nc2ccccc21
#54 CN(C1CCCCC1)S(=O)(=O)c1ccc(NC(=O)CCl)cc1
screen / no.	49	50	51	52	53	54
NPYLR7 ag	6.1	-1.2	5.4	35.4	-7.1	-1.4
hcGAS inh	-4.2	-4.9	-6.2	-9.6	-0.8	0.8
mcGAS inh	/	/	-5.7	-4.5	-2.3	/

#55 CN(C)C(CNS(=O)(=O)c1cnc2c(c1)c(=O)[nH]c(=O)n2C)c1ccccc1Cl (stereo not drawn)
#56 CCCCCn1c(=O)[nH]c2c(c1=O)CCC2
#57 Cc1ccc(C(=O)Nc2ccc(C3SCC(=O)N3c3ccccc3)cc2)cc1[N+](=O)[O-] (stereo not drawn)
#58 COc1ccccc1-c1ccc(N2CCC(C(=O)NC3CCCC3)CC2)nn1
#59 CCOc1cc(C(=O)N2CCOC(Cc3ccccc3)C2)ccc1OC (stereo not drawn)
#60 COc1ccc(CNC(=O)c2csc(COC(=O)c3ccccc3)n2)cc1
screen / no.	55	56	57	58	59	60
NPYLR7 ag	4.6	3.5	6.1	-7.6	-4.0	-1.1
hcGAS inh	-3.9	-7.5	-8.8	-1.9	-1.7	-8.1
mcGAS inh	/	/	-8.3	-6.2	-4.5	-4.4

#61 CCc1nc(C)sc1CNC(C)CC(C)(C)OC (stereo not drawn)
#62 COCCC1(CNC(=O)Nc2cc(C(C)C)on2)CCC1
#63 CN1C(C)(C)CC(NC(=O)c2ccc3nc(-c4cccc(O)c4)[nH]c3c2)CC1(C)C
#64 COC1CCN(C(=O)c2cc(Cl)cc(Br)c2O)CC1
#65 CC1CCN(C(=O)CSc2ccc(NC(=O)c3ccccc3)nn2)CC1
#66 O=C(c1occc1Br)N1CCSC2COCCC21 (stereo not drawn)
screen / no.	61	62	63	64	65	66
NPYLR7 ag	/	5.1	2.6	-8.7	1.0	0.3
hcGAS inh	-9.7	-7.8	3.0	-0.1	-8.1	-5.8
mcGAS inh	-6.8	/	3.0	-2.7	-9.3	/

#67 CN(c1ccccc1)N1CC(C(=O)N2CCCC3CCCCC32)CC1=O (stereo not drawn)
#68 COc1cc(C#N)ccc1OC(C)c1nc(C)no1 (stereo not drawn)
#69 O=C(OCC(=O)C1CCCCC1)c1cc(S(=O)(=O)N2CCCCC2)ccc1N1CCOCC1
#70 Cc1ccccc1N=C1NN=C(c2ccccc2F)CS1
#71 O=C(O)c1nn(CC(=O)N2CCc3sccc3C2)c(=O)c2ccccc12
#72 O=C(Cn1ccc(C(F)(F)F)n1)Nc1nccs1
screen / no.	67	68	69	70	71	72
NPYLR7 ag	-0.6	-0.7	-1.6	-1.9	15.2	7.3
hcGAS inh	-9.1	-6.6	-4.4	4.6	-5.2	-4.5
mcGAS inh	-5.4	/	/	/	/	/

#73 Cc1occc1C(=O)NCCS(=O)(=O)c1ccc(Cl)cc1
#74 CNC(=O)[C@@]1(OCc2cccc(C(F)(F)F)c2)CC(OCc2ccc(C#N)cc2)[C@H](O)[C@H](O)C1 (stereo partly drawn)
#75 COc1ccc(-c2nc(CN3CCC(OCc4cccnc4)CC3)c(C)o2)cc1C
#76 Cc1ncc2c(c1-c1noc([C@]34CC[C@](C)([C@@H](O)C3)C4(C)C)n1)CCNC2
#77 O=C(NC1CCCCC1)c1cc2c(nc1Cl)CCC2
#78 CCCc1nc(N2CCN(Cc3ccc(C(F)(F)F)cc3)CC2)c2cnn(-c3ccccc3)c2n1
screen / no.	73	74	75	76	77	78
NPYLR7 ag	0.2	2.9	2.9	8.3	-6.0	9.4
hcGAS inh	-2.3	-2.6	-7.9	-4.7	-5.3	-2.6
mcGAS inh	/	-3.7	/	/	-7.5	-4.3

#79 CC(=O)c1cccc(OCC(=O)N2CCc3cc(F)cc(F)c32)c1
#80 COC(=O)c1cc(C(C)C)nc2c1c(C)nn2C1CCS(=O)(=O)C1 (stereo not drawn)
#81 CCCCN(CC(=O)N1c2ccccc2-n2cccc2C1c1cccc(C)c1)C(=O)Nc1ccccc1C(F)(F)F (stereo not drawn)
#82 Cc1cc(C)c(NC(=O)N2CCN(C(=O)OC(C)(C)C)CC2)c(C)c1
#83 CCOC(=O)c1nn(Cc2ccc(OC)cc2)c2c1CN(C(=O)CCn1nc(C)cc1C)CC2
#84 COc1cc(C)c(S(=O)CCN2C(=O)NC(C)(C)C2=O)cc1OC (stereo not drawn)
screen / no.	79	80	81	82	83	84
NPYLR7 ag	-1.3	5.1	-3.1	0.4	13.1	-1.2
hcGAS inh	-4.3	2.7	-16.1	-8.6	-5.0	-9.0
mcGAS inh	/	/	-5.6	/	-17.4	/

#85 O=[N+]([O-])c1nn(-c2ccccc2)n(O)c1=NC1CCCC1
#86 COc1cc(=O)n(-c2ccc(F)cc2)nc1C(=O)Nc1ccccc1O
#87 COc1ccc(-c2cc(CNC(=O)C3CC3)no2)cc1
#88 COc1ccc(N=Cc2c(O)cc(C)oc2=O)c(OC)c1
screen / no.	85	86	87	88
NPYLR7 ag	-14.7	-7.6	1.4	9.8
hcGAS inh	-3.9	-1.1	-9.7	-1.6
mcGAS inh	/	-1.0	-7.6	/

Source: PubChem (Fisher Drug Discovery Resource Center)
